# TRPV1 agonist: human TRPV1 agonism. Q8NER1. TRPV1-expressing cells, Fluo-8 calcium influx, agonist mode. activation, % at 8.33 µM. AID 540275. actives 0.19% (n = 320,000); in the data active = activation above about 80%; inconclusive = between about 30% and that limit; also: 0% is about no effect
#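 Cells expressing TRPV1 were dye-loaded with Fluo-8 and read kinetically: 10 s baseline, 3 min after compound (agonist portion), then 2 min after EC20 capsaicin (allosteric enhancer portion). Calcium-bound dye fluorescence at 480/520 nm.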
# BRCA1 expr up: increases BRCA1 expression. MCF7-BRCA1-FFLuc reporter, luminescence, 48 h; response scale: scaled: vehicle 0%, 10 µM genistein 100%. Potency, µM (doses to about 46.1 µM), inactives show top-dose activation, usual class: activators. actives 1.1% (n = 380,000). AID 624202; also: potency is read from the fitted curve at half-maximal effect; nearly all actives have a fitted effect of over 80% in size; some results filed as inactive show a strong effect at the top dose
#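 Luminescence from a BRCA1-driven firefly luciferase in MCF7 cells was read after 48 h compound exposure at 37 C. Data normalized against DMSO and a 10microM genistein activation control, then curve-fitted across the titration.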
# uPA generation: blocks generation of uPA at the cell surface; cell surface uPA generation assay, qHTS; Potency, µM (top dose mostly 38.3 µM), without a hit: at the highest dose activity change, negative = inhibition, hits mostly inhibitors; actives 0.31% (n = 330,000); active = well fitted inhibition curve with a large enough effect; inconclusive = small, poorly fitted or top-dose-only effect; inactive = no such curve, though single readings can be large or run the other way; tested in mouse RAW 264.7 cells; also: potency is read from the fitted curve at half-maximal effect; % is scaled to controls: 0 for no effect and ±100 for the full control effect; nearly all actives have a fitted effect of over 55% in size
# S-ASM inh: blocks human secretory acid sphingomyelinase | P17405 | placental ASM, HMU-PC fluorogenic substrate, 60 min | Potency, µM (top dose mostly 57.5 µM), for the others: top-dose activity change, negative = inhibition, usual class: inhibitors | actives 0.006% (n = 340,000); also: potency is read from the fitted curve at half-maximal effect
#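 Human placenta-derived ASM enzyme was preincubated with compound for 10 minutes at room temperature, then given fluorogenic substrate HMU-PC0 (9 uM final) for 60 minutes at 37 °C; a pH 10 stop preceded fluorescence reading at Ex 386/Em 447 nm.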
# B2AR arrestin: agonists driving beta-arrestin recruitment to human beta2-adrenergic receptor | P07550 | beta-arrestin recruitment to beta2AR, cell-based reporter | Potency, µM (top dose mostly 46.1 µM), for the others: at the highest dose activation, most hits filed as activators | actives 0.02% (n = 330,000) | AID 492947;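 also: potency is read from the fitted curve at half-maximal effect; 0% = DMSO controls and full agonism = EC100 isoproterenol or metaproterenol; nearly all actives have a fitted effect of over 65% in size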
# Integrin act MD: activates integrin-mediated alleviation for muscular dystrophy | alpha7betagal myoblasts, beta-gal FDG fluorescence, 48 h | Potency, µM (highest dose often 38.3 µM), without a hit: at the top dose activation, usual class: activators | actives 0.064% (n = 350,000) | AID 624291;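 also: potency is read from the fitted curve at half-maximal effect; 100% = response of the positive control SU9516; nearly all actives have a fitted effect of over 60% in size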
#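 alpha7betagal+/- myoblasts (passage 13, 250/well) treated 48 h at 37C with compounds at 1:260 dilution of DMSO stock. Lysed, then beta-galactosidase activity read as FDG fluorescence (ex 480/em 540) after 30 min, with pre-read for autofluorescence.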
# p53 reactivator: mutant p53 re-activation in reporter cells; H1299 p53-A138V BP100-luciferase reporter, luminescence, 24 h; Potency, µM (highest dose often 92.2 µM), for the others: top-dose activity change, positive = activation, most hits filed as activators; actives 0.063% (n = 320,000); AID 504706; also: potency is read from the fitted curve at half-maximal effect; % of control where 0% means no effect; nearly all actives have a fitted effect of over 45% in size
#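 p53-null H1299 cells stably carrying temperature-sensitive p53-A138V and a BP100-luciferase reporter were pinned with compounds (4-point, 1:5 series) and held 24 hrs at 37 deg C. Luminescence was read 10 min after detection reagent.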
# PTAP TSG101 blk: blocks PTAP/TSG101 interaction to inhibit HIV-1 budding; Fluorescence polarization, FITC-PTAP peptide / Tsg101 binding; 340,000 tested, under 10 active; Q99816; AID 493005; Potency, µM (doses to about 115 µM), without a hit: at the top dose activity change, negative = inhibition, most hits filed as inhibitors; active = well fitted inhibition curve with a large enough effect in the main read-out, with a control signal flat, not every such curve was filed as active; inconclusive = small, poorly fitted or top-dose-only effect, or effect the other way, or a change in a side signal; inactive = no such curve, though single readings can be large or run the other way; also: potency is read from the fitted curve at half-maximal effect; % of control where 0% means no effect
# Target sequence (Q99816 whole entry, looked up): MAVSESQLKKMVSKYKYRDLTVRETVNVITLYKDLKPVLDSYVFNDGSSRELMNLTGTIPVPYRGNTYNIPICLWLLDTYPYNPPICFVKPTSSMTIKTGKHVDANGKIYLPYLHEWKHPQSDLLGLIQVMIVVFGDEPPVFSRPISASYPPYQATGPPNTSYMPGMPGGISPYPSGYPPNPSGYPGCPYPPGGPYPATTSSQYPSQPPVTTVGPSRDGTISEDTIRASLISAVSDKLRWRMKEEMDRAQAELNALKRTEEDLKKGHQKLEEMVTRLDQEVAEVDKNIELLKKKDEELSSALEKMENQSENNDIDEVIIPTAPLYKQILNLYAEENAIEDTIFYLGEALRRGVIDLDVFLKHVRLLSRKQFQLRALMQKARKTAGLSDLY
#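 Compounds were pin-transferred onto Tsg101 binding domain (10 uM final) in HEPES pH 7.5 buffer, then FITC-PTAP peptide was added at 50 nM final. After 20 min at RT, polarization reported peptide displacement across a qHTS concentration series.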
# ELG1 genotox: genotoxicity induction in ELG1-luciferase HEK293T cells; HEK293T ELG1-luciferase reporter, luminescence, 16 h; Potency, µM (highest dose often 46 µM), inactives show top-dose activity change, positive = activation, actives largely listed as activators; actives 1.3% (n = 330,000); AID 504466; also: potency is read from the fitted curve at half-maximal effect; % of control where 0% means no effect; nearly all actives have a fitted effect of over 60% in size
#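 DMSO vehicle served as control against compound-treated ELG1-luciferase HEK293T cells; exposure lasted 16 hr at 37 °C and 5% CO2, followed by ONE-Glo luminescence detection after 30 min.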
# USP2a inh: inhibitors of human ubiquitin-specific protease USP2a. actives 0.01% (n = 330,000). AID 463254. Potency, µM (series often up to 38.3 µM), inactives show top-dose activity change, negative = inhibition, hits mostly inhibitors. USP2 core, Ub-CHOP2 coupled fluorogenic reporter, 485/531;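 also: potency is read from the fitted curve at half-maximal effect; plate controls were DMSO wells for no effect and full inhibition by NEM control for full effect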
# Target sequence (O75604 whole entry, looked up): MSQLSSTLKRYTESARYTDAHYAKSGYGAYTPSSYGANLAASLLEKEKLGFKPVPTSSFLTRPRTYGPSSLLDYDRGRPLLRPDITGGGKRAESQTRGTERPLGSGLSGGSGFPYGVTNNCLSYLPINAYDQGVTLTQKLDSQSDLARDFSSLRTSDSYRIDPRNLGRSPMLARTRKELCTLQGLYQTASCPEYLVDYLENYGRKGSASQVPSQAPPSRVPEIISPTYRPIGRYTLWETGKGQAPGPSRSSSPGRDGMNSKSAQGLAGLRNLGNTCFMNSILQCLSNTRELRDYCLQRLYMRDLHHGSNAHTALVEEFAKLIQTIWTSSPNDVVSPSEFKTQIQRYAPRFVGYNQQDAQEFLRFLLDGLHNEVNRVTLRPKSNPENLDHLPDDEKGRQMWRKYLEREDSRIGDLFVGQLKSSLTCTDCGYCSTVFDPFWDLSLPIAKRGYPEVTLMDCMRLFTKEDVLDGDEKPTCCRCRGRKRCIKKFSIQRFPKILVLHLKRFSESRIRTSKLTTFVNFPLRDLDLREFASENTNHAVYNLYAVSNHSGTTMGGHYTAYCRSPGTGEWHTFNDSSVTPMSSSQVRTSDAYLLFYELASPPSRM
#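 Deubiquitinase activity read as fluorescence (485/531 nm) after Ub-CHOP2 cleavage activates the enterokinase reporter on its substrate; USP2 core 10nM, Ub-CHOP2 and substrate 25nM each, 30min compound preincubation then 60min RT; data normalized to NEM, curves fitted.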
# Eya2 inh: blocks the phosphatase activity of human Eya2. O00167. recombinant Eya2, OMFP fluorescence dephosphorylation (OMFP is methylfluorescein phosphate). Potency, µM (highest dose often 76.9 µM), for the others: at the highest dose activity, negative = inhibition, actives largely listed as inhibitors. actives 0.006% (n = 330,000). AID 488837; also: potency is read from the fitted curve at half-maximal effect; % is scaled to controls: 0 for no effect and ±100 for the full control effect
#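 Eya2 protein (added as 0.2 uM solution) was preincubated with compound for 10 min at ambient temperature in 50 mM HEPES pH 7.5, 50 mM NaCl, 5 uM MgCl2, 0.05% BSA, 1 mM DTT. OMFP (added at 50 uM) then reacted 10 min; fluorescence read at 485/525 nm.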
# Numbers without * were called inactive; ? = inconclusive; · = no result given; [ ] = dose if it differs, or a comment. Unless noted, calls follow the shape of the dose curve; as a rule, active = well fitted curve in the direction sought with a large enough effect; inconclusive = small, poorly fitted or top-dose-only effect, or another doubt; inactive = no such curve, though single readings can be large; an effect the other way counts as inactive or inconclusive.
SMILES,TRPV1 agonist,BRCA1 expr up,uPA generation,S-ASM inh,B2AR arrestin,Integrin act MD,p53 reactivator,PTAP TSG101 blk,ELG1 genotox,USP2a inh,Eya2 inh
O=C(COC(=O)/C=C/c1ccccc1)Nc1cc(C(F)(F)F)ccc1N1CCOCC1,-7,-2%,-1%,2%,3.6%,10%,2%,-6%,1%,4%,7%
O=C(Cc1ccc(S(=O)(=O)N2CCOCC2)s1)N1CCN(S(=O)(=O)c2cccc(F)c2)CC1,·,-17%,17%,-2%,·,9%,·,-2%,·,·,·
Cc1ccc(-c2ccccc2NC(=O)C2C3C=CC(C3)C2C(=O)O)o1 (stereo not given),1,2%,-2%,4%,0.0%,-7%,3%,-20%,-1%,-2%,-18%
COC(=O)C1=CN(c2ccc(Cl)cc2)C=C(C(=O)OC)C1c1ccc([N+](=O)[O-])cc1,-1,-17%,5%,-2%,-0.3%,14%,5%,-6%,0%,2%,5%
N#Cc1ccc(S(=O)(=O)N2CCN(CC(=O)NCC3(N4CCOCC4)CCCCC3)CC2)cc1,-1,-6%,-1%,0%,-0.3%,3%,6%,1%,-1%,1%,18%
COc1cccc(C(=O)Nc2cccc(-c3nnc(-c4ccco4)o3)c2)c1,2,-59%,-15%,-16%,-0.8%,-2%,4%,-2%,-32%[inhibitor],-2%,1%
CC1=C(C(=O)Nc2ccccc2F)C(c2ccsc2)C2=C(CC(C)(C)CC2=O)N1 (stereo not given),0,-42%,?,435%[activator],-0.1%,-39%,-1%,1%,1%,-2%,-5%
CCn1cc(C(=O)OCC(=O)NCc2ccccc2Cl)c(=O)c2ccc(C)nc21,-5,-14%,-4%,-1%,0.2%,-34%,-7%,-4%,-6%,0%,19%
O=S(=O)(Nc1nc2ccccc2nc1NCc1ccco1)c1ccc(F)cc1,0,-14%,-3%,6%,0.0%,-24%,1%,3%,-9%,0%,1%
Clc1ccc(CON/C=N/c2ncnc3sccc23)cc1,26,-26%,-4%,-10%,-0.2%,-12%,0%,2%,0%,3%,-11%
Cc1ccccc1Nc1cc(=O)oc2ccccc12,2,-1%,-1%,0%,0.1%,-1%,4%,-4%,0%,-9%,-21%
CCCN(CCC)C(=O)Nc1cc(Cl)ccc1OC,?,0%,-4%,-3%,-0.7%,-21%,-6%,-5%,-3%,-1%,-7%
CCCCN1C(=O)C(O)(CC(=O)c2ccccc2OC)c2ccccc21 (stereo not given),1,-12%,0%,-4%,-0.5%,-17%,-8%,0%,0%,2%,-9%
CCOc1ccc(C2NC(=O)NC(C)=C2C(=O)OC)cc1C (stereo not given),0,-4%,-5%,0%,0.5%,6%,-6%,1%,0%,4%,-33%
CC12CCC(=O)N1C(C(=O)NCc1ccccc1Cl)CS2 (stereo not given),2,10%,-19%,1%,-0.2%,-9%,-3%,3%,0%,1%,5%

# Three compounds out of the list above, arranged by the value under p53 reactivator, ascending.
SMILES,p53 reactivator
CCCCN1C(=O)C(O)(CC(=O)c2ccccc2OC)c2ccccc21 (stereo not given),-8%
CCOc1ccc(C2NC(=O)NC(C)=C2C(=O)OC)cc1C (stereo not given),-6%
CC12CCC(=O)N1C(C(=O)NCc1ccccc1Cl)CS2 (stereo not given),-3%

# Following part
SMILES,TRPV1 agonist,BRCA1 expr up,uPA generation,S-ASM inh,B2AR arrestin,Integrin act MD,p53 reactivator,PTAP TSG101 blk,ELG1 genotox,USP2a inh,Eya2 inh
CCOC(=O)Cc1nc(-c2ccccc2)n[nH]1,-3,2%,-2%,3%,0.0%,6%,10%,-2%,0%,11%,-9%
C=CC1CN(C(=O)OCC(Cl)(Cl)Cl)C2CC3c4ccc(OC)cc4NC3C3CC1C2CO3 (stereo not given),·,-51%,-2%,-17%,·,10%,·,-6%,·,·,·
O=Cc1ccc(C(=O)OCC(=O)NCCC2=CCCCC2)cc1,11,1%,4%,-2%,0.1%,8%,-4%,-4%,2%,0%,-1%
Cc1cc(C)nc(SCC(=O)NN)n1,15,-34%,-2%,2%,0.1%,-4%,0%,3%,-6%,1%,-2%
CS(=O)(=O)N1CCN(c2ccc(C(=O)NC3C4CC5CC(C4)CC3C5)cc2[N+](=O)[O-])CC1 (stereo not given),?,-36%,·,-10%,-0.3%,-17%,10%,-4%,-4%,1%,0%
CCOC(=O)c1nc2c(ccc3ccccc32)cc1C,7,25%,6%,-2%,0.0%,13%,24%,-2%,5%,1%,-8%
COc1ccc(C(=O)N2CCNC(=O)C2CC(=O)Nc2ccc(C)cc2)cc1 (stereo not given),-4,-1%,2%,-2%,0.0%,-66%[inhibitor],-2%,0%,2%,0%,11%
Cc1cc2nc(-c3ccc(SCC(=O)NC(C)C)nc3)[nH]c2cc1C,-2,·,·,·,0.1%,·,22%,·,8%,-2%,-12%
CCOc1ccc(NC(=S)NC(=O)c2c(Cl)c(C)nn2C)c([N+](=O)[O-])c1,1,2%,27%,3%,2.7%,11%,22%,-3%,18%,0%,-3%
Cc1ccc(NC(=S)N2CCCN(Cc3ccc(F)cc3)C2)c(C)c1,-3,-33%,4%,-1%,0.4%,-28%,13%,0%,-7%,-2%,0%
COc1cc(C)c(C)cc1S(=O)(=O)N1CCN(Cc2ccc3c(c2)OCO3)CC1,4,-14%,3%,0%,-0.1%,3%,-4%,-1%,4%,-5%,-8%
O=C(OCc1ccc(Br)cc1)c1cccc(S(=O)(=O)N2CCCC2)c1,5,-4%,-1%,-2%,0.1%,4%,0%,0%,-2%,1%,2%
O=C(O)c1ccc(COc2ccccc2Cl)cc1,8,92%,·,4%,0.2%,4%,15%,-8%,2%,-2%,-4%
CC(NC(=S)NC(=O)c1ccccc1Br)c1ccccc1 (stereo not given),8,-37%,-28%,-1%,-0.1%,-8%,-9%,-2%,0%,-1%,-15%
CCN(CC(=O)Nc1ccc(OC)cc1)CC(=O)Nc1sc2c(c1C(=O)OC)CCCC2,12,-31%,17%,-24%,0.1%,-1%,-5%,-1%,-3%,3%,8%
COc1ccc(CC(=O)Nc2ncc([N+](=O)[O-])s2)cc1OC,0,-33%,2%,2%,3.4%,3%,-1%,-1%,-1%,-7%,1%
COc1ccc(C(=O)N2N=C(c3ccc(NS(C)(=O)=O)cc3)CC2c2cccs2)cc1 (stereo not given),-3,-49%,4%,-3%,-0.8%,18%,-2%,6%,-6%,-3%,13%
CCn1ccnc1CNC(=O)c1cc(COc2ccc(F)cc2F)on1,4,0%,4%,0%,-0.1%,5%,0%,-5%,-4%,-4%,-9%
O=C(CCS(=O)(=O)Cc1cccc(Cl)c1)NCCc1ccccc1,25,-1%,9%,3%,-0.4%,10%,2%,-8%,0%,1%,13%
COc1ccc(C(=O)NC(=S)Nc2ccc(CN3CCOCC3)cc2)cc1,-2,-18%,-7%,0%,-0.5%,-24%,-2%,-2%,-8%,10%,12%
CCOc1nc(N2CCOCC2)nc(N2CCOCC2)n1,5,-1%,-2%,-3%,-0.7%,-10%,-3%,1%,15%,2%,-2%
O=C(NC(=S)Nc1ccccc1Cl)c1ccco1,2,?,-2%,-16%,-0.6%,-7%,?,-4%,4%,-6%,-16%
O=C(CN1C2CCCC1CC(NC(=O)c1ccco1)C2)Nc1ccccc1C(F)(F)F (stereo not given),10,-65%,0%,1%,0.0%,-53%[inhibitor],-8%,-1%,-4%,0%,0%
CC1CCCCC1NC(=O)CSc1nncn1N (stereo not given),-2,12%,1%,-2%,-0.2%,20%,4%,-1%,0%,1%,-4%
Cc1cc(F)ccc1NCc1cc2c(cc1[N+](=O)[O-])OCO2,0,-3%,2%,?,0.0%,-5%,-1%,-10%,7%,3%,0%
CCCC(=O)NNC(=O)Nc1ccccc1,-2,1%,·,11%,0.0%,-4%,-2%,-14%,0%,3%,-5%
COc1ccc(C(C)NC(=O)C23CC4CC(CC(C4)C2)C3)cc1OC (stereo not given),2,-18%,11%,8%,-1.9%,?,·,-4%,-2%,3%,0%
CCN(CC)c1ccc(NC(=O)Nc2ccc(C(C)=O)cc2)cc1,9,1%,-1%,-1%,-0.2%,6%,5%,-1%,1%,0%,-25%
COC(=O)c1c(C(=O)OC)c2cc(C(=O)c3ccccc3)ccn2c1Cl,4,-35%,5%,170%[activator],-0.6%,-15%,-15%,-6%,-1%,-9%,-11%

# From PubChem BioAssay

# Rows are unselected; overall some 2.6% were active at least once.
